# KDM4E inh: JMJD2E (human) inhibition; JMJD2E catalytic domain, FDH-coupled NADH fluorescence (FDH is formaldehyde dehydrogenase); Potency, µM (series often up to 57.1 µM), inactives show at the highest dose activity change, negative = inhibition, usual class: inhibitors; 1.6% of 230,000 active; AID 2147; active means well fitted inhibition curve with a large enough effect, not every such curve was filed as active; inconclusive means small, poorly fitted or top-dose-only effect, or another doubt; inactive means no such curve, though single readings can be large or run the other way;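 further: 0% = wells with enzyme and -100% = buffer wells without enzyme; nearly all actives have a fitted effect of over 50% in size; many of its hits are not listed in these tables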
# Tau fibril ThT: inhibitors of human tau fibril formation, thioflavin T binding; Potency, µM (doses to about 57.4 µM), for inactives: top-dose activity, negative = inhibition, hits mostly inhibitors; 2.1% of 270,000 active; recombinant tau K18 P301L (four-repeat tau fragment), heparin-induced fibrillization, ThT fluorescence; P10636; further: nearly all actives have a fitted effect of over 55% in size
# Target sequence (P10636 561-689 P618L limits assumed): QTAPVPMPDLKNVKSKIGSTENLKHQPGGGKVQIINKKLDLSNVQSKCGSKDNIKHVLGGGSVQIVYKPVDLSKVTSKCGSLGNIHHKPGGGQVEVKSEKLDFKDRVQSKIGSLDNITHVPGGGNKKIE
#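 Tau K18 P301L fragment (15 uM unlabeled plus 0.24 uM Alexa 594-labeled) in 100 mM sodium acetate pH 7 with compound, fibrillization induced by 20 uM heparin for 6 hr at 37 C. Thioflavin T (30 uM) added, fluorescence read after 1 hr (ex 450, em 510 nm).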
# RECQ1 helicase: blocks DNA unwinding by human RECQ1; P46063; RECQ1 DNA unwinding, red fluorescence kinetic read; Potency, µM (titrated, usually from 57.3 µM), inactives show at the highest dose activity, negative = inhibition, usual class: inhibitors; 0.54% of 240,000 active; AID 2549;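 further: plate controls were vehicle for no effect and no enzyme for full effect; nearly all actives have a fitted effect of over 30% in size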
# Target sequence (P46063 whole entry, looked up): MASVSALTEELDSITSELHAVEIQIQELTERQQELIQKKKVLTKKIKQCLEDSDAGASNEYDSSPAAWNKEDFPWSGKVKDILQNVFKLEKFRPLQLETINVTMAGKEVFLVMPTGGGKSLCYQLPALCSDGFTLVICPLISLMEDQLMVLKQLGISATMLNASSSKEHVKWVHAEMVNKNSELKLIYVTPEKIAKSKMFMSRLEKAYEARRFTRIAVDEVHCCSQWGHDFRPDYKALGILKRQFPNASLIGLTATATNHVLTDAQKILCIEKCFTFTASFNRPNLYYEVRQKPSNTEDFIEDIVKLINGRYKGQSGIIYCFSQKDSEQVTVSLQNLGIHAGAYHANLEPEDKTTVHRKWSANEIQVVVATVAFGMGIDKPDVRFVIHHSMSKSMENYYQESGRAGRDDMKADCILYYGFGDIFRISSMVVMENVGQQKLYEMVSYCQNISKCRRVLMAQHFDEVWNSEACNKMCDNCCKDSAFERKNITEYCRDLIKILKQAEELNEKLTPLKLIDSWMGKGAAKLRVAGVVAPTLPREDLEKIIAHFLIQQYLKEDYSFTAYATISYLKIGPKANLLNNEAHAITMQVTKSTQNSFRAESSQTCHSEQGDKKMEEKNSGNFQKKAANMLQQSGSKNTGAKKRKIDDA
#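 RECQ1T1 50 nM; forked duplex (20 bp + 30-nt ss tails) 200 nM, ATP 2 mM final; pH 8.0, 2 mM MgCl2, 2.5 ug/ml poly(dI-dC); 15 min compound preincubation; discontinuous kinetic read over 2 h at RT.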
# Numbers without * were called inactive; i = inactive; u = inconclusive; & = joins results of further samples; [ ] = another dose, or the depositor's remark. Unless noted, the call rests on the fitted dose curve; in most records, active means well fitted inhibition curve with a large enough effect; inconclusive means small, poorly fitted or top-dose-only effect; inactive means flat fitted curve, though single readings scatter. Unless noted, on the % scale 0 is the no-effect control and ±100 the full control effect; potency means the concentration at half of the fitted maximal effect.
no.	KDM4E inh	Tau fibril ThT	RECQ1 helicase	Molecule
1	5%	-10%	-7%	CC1(CCc2ccccc2)NC(=O)N(CC(=O)Nc2ccccc2)C1=O (stereo not drawn)
2	u	-14%	i	Cc1[nH]c2ccc(F)cc2c1CCN1C(=O)OC(C)(C)C1(C)O (stereo not drawn)
3	u	-17%	-1%	CC(=O)c1ccc(C(=O)Nc2nnc(-c3ccc(Cl)cc3)o2)cc1
4	4%	3%	1%	CC(=O)Nc1ccc(NC(=O)CSc2ccc([N+](=O)[O-])cn2)cc1
5	3%	u	-8%	CC(=O)Nc1cccc(-c2nn[nH]n2)c1
6	8.9µM*	-11%	2%	COc1cccc(/C=N/NC(=O)CNC(=O)c2cccs2)c1O
7	u	16µM*	13µM*	O=c1c(-c2c(O)cc(O)c3c(=O)cc(-c4ccc(O)cc4)oc23)c(-c2ccc(O)cc2)oc2cc(O)cc(O)c12
8	2%	u	i	O=C(Nc1cccc(-c2csc(Nc3ccc(Cl)cc3)n2)c1)c1cc([N+](=O)[O-])cc(C(F)(F)F)c1
9	u	25µM*	-7%	COc1cc(O)cc2cc3c(c(O)c12)C(=O)CC(C)(O)O3 (stereo not drawn)
10	-7%	5%	-11%	C=CCNC(=O)c1onc(CSc2ccc(Cl)cc2)c1C(=O)NCC=C
11	8%	u	-3%	Nc1ccc(-c2nc3cc([N+](=O)[O-])ccc3o2)cc1
12	-9%	5%	-4%	Cc1nc(SCC(=O)NC2CCCCC2)[nH]c(=O)c1C
13	-6%	6%	i	Cc1cc(-c2cc(C(=O)NC3CCCC3)on2)nc(NCC2CC2)n1
14	-5%	u	i	O=C1COc2ccc(C(=O)COC(=O)CCSc3ccccc3)cc2N1
15	-5%	-10%	i	COc1ccc(N(C)S(=O)(=O)c2cccc(C(=O)OCC(=O)NCc3ccccc3OC)c2)cc1

# Next part.
no.	KDM4E inh	Tau fibril ThT	RECQ1 helicase	Molecule
16	6%	-7%	21%	Cc1ccc(/C=C2\SC(=S)N(CCC(=O)NNS(=O)(=O)c3ccccc3)C2=O)cc1
17	u	-18%	i	COCCN(Cc1cc2cc3c(cc2nc1Cl)OCO3)C(=O)c1cccc(C)c1
18	0%	-14%	u	NC1=NC[C@H](Cc2ccccc2)N1CCCCC1CCCCC1
19	2%	8%	i	CCOC(=O)C(=CNc1ccccc1Cl)C(=O)OCC
20	-6%	-2%	-8%	COC(C/C=C\[C@@H](O)COCc1ccccc1)OC
21	-1%	u	i	NC(=O)CC(NC(=O)Cc1ccc(Br)cc1)c1ccc(NCC2CC2)c([N+](=O)[O-])c1 (stereo not drawn)
22	5%	u	13%	COc1ccc(N2CCC(CNC(=S)Nc3c(C)cccc3C)C2)cc1 (stereo not drawn)
23	2%	15%	i	CCO[C@@H]1OC(C(=O)NC2CC2)=C[C@H](C(C)(C)C)[C@H]1CCCO
24	u	10µM*	-21%	Oc1ccc(/C=N/Nc2ccnc3cc(Cl)ccc23)cc1O
25	-13%	-5%	u	C=C(C)C(=O)Nc1cccc(C2=NOC3(C2)C[C@H](C(N)=O)N(C(=O)c2ccccc2C(=O)c2ccccc2)C3)c1 (stereo partly drawn)
26	u	-3%	16%	COc1ccc(Cc2c3cc(OC)c(OC)cc3cc[n+]2C)cc1OC
27	-7%	-1%	-1%	CCOC(=O)c1nc(C)c(C(C)=O)s1
28	-29%	-17%	-14%&-3%	COc1cc(OC)c2ccc(=O)oc2c1C(CCN1CCCC(C)C1)c1ccc(N(C)C)cc1 (stereo not drawn)
29	-2%	u	i	COc1ccc([C@H]2[C@H]3C=CC[C@@H](C)[C@@H]3C(=O)N2Cc2ccccc2)cc1Cl
30	u	3%	5%	COc1ccccc1C(=O)Nc1ccc(-c2nnn(CC(=O)NCc3ccco3)n2)cc1

# (list continues)
no.	KDM4E inh	Tau fibril ThT	RECQ1 helicase	Molecule
31	240%[activator]	-11%	i	COc1ccc(C(=O)Nc2cnn(Cc3c(F)cccc3Cl)c2)cc1OC
32	-15%	u	i	Cc1cc2cc(CNC(=O)c3ccc(Br)o3)ccc2[nH]1
33	7%	1%	2%	CC1CCC2(CC1)NC(=O)N(CC(=O)NCc1ccc3c(c1)OCO3)C2=O (stereo not drawn)
34	-1%	-7%	-1%&-5%	COC(=O)C(CC(C)C)N1CCC(=O)c2ccccc2S1(=O)=O (stereo not drawn)
35	-1%	-1%	-5%	Cc1ccc(S(=O)(=O)N(C)C)cc1NC(=O)c1n[nH]c(=O)c2ccccc12
36	u	u	-4%	Cc1cc(O)c(-c2cc(C(=O)Nc3sc4c(c3C(=O)NCc3ccco3)CCC4)[nH]n2)cc1C
37	2%	2%	3%	CN(Cc1ccccc1)C(=O)CSc1nc2cc(C(=O)N3CCC(C(N)=O)CC3)ccc2c(=O)n1-c1ccccc1
38	-8%	11%	18µM*	C=C(C)C(=O)Nc1cccc(C2=NOC3(C2)C[C@@H](C(N)=O)N(C(=O)/C(C)=C/C)C3)c1 (stereo partly drawn)
39	-1%	u	-11%	Cc1csc(NC(=O)CSc2nnc(-c3ccoc3C)n2C(C)c2ccccc2)n1 (stereo not drawn)
40	-8%	-12%	i	O=C(NNC(=S)Nc1ccccc1)c1ccc(O)cc1
41	1%	-7%	i	O=C(COC(=O)c1ccc[nH]c1=O)NC1CCCc2ccccc21 (stereo not drawn)
42	4%	-2%	-19%	O=C(NCc1ccccc1)c1onc(CSc2ccc(Cl)cc2)c1C(=O)NCc1ccccc1
43	u	-13%	i	Nc1nnc(CC(=O)N/N=C\c2ccc(-c3cccc(Cl)c3)o2)s1
44	u	-9%	-18%	CCN(CC)C(=O)CC(c1ccc2c(c1)OCO2)c1c(OC)cc(OC)c2c(-c3ccccc3)cc(=O)oc12 (stereo not drawn)
45	-3%	u	i	CCOc1cc(NC(=O)c2cccs2)c(OCC)cc1NC(=O)CCC(=O)NCc1ccccn1

# Whole records, quoted from the list. Order of screens: KDM4E inh | Tau fibril ThT | RECQ1 helicase
# C=C(C)C(=O)Nc1cccc(C2=NOC3(C2)C[C@@H](C(N)=O)N(C(=O)/C(C)=C/C)C3)c1 (stereo partly drawn) across the screens: -8% | 11% | 18µM*
# O=C(NCc1ccccc1)c1onc(CSc2ccc(Cl)cc2)c1C(=O)NCc1ccccc1 across the screens: 4% | -2% | -19%
# O=C(NNC(=S)Nc1ccccc1)c1ccc(O)cc1 across the screens: -8% | -12% | i
# CN(Cc1ccccc1)C(=O)CSc1nc2cc(C(=O)N3CCC(C(N)=O)CC3)ccc2c(=O)n1-c1ccccc1 across the screens: 2% | 2% | 3%
# Cc1ccc(S(=O)(=O)N(C)C)cc1NC(=O)c1n[nH]c(=O)c2ccccc12 across the screens: -1% | -1% | -5%

# Continuation.
no.	KDM4E inh	Tau fibril ThT	RECQ1 helicase	Molecule
46	8%	6%	u	c1ccc(CN2OCC3Cn4c(nc5ccccc54)C32)cc1 (stereo not drawn)
47	u	0%	i	NS(=O)(=O)c1ccc(NC(=O)COC(=O)c2cn(-c3ccccc3)nc2-c2ccccc2)cc1
48	3%	-14%	3%	COc1ccc(CCNc2ccc(C(CC(N)=O)NC(=O)c3ccccc3)cc2[N+](=O)[O-])cc1 (stereo not drawn)
49	u	-14%	i	NNc1ccc(S(=O)(=O)N2CCCCC2)cn1
50	-11%	11%	i	CCCn1cc(SCC(N)=O)c2ccccc21
51	-8%	-8%	i	CCCC[C@@H]1CN=C(N)N1CCc1cc(C(F)(F)F)cc(C(F)(F)F)c1
52	2%	-5%	-5%	CCCC(=O)c1ccc(O)cc1O
53	-6%	-17%	i	Cc1cc2cc(CNC(=O)Cc3cccs3)ccc2n1C
54	-8%	u	-2%	CCOc1ccc(NC(=O)CSc2ncc(-c3ccc(F)cc3)n2Cc2ccco2)cc1
55	2%	u	i	Cc1cccc2c(N=O)c(O)[nH]c12
56	u	9%	i	Cc1ccc(C(=O)Nc2cccc(C(F)(F)F)c2)cc1NC(=O)c1nccn1C
57	u	-9%	-9%	CCOC(=O)c1ccc(NC(=O)COc2cc3oc(=O)c(CC(C)O)c(C)c3cc2Cl)cc1 (stereo not drawn)
58	-11%	7%	-1%	CN1C(C(=O)NCCc2cccs2)CC2Cn3c(nc4cc(Cl)c(Cl)cc43)C21 (stereo not drawn)
59	1%	u	i	CCn1c(C)nc2cc(C(=O)NNC(=S)Nc3ccc(C)cc3)ccc21
60	6%	-1%	-1%	O=C(Nc1cc(S(=O)(=O)N2CCOCC2)ccc1N1CCOCC1)c1ccc(Cl)nc1

# Quoted at random: 6 compounds from above
no.	KDM4E inh	Tau fibril ThT	RECQ1 helicase	Molecule
57	u	-9%	-9%	CCOC(=O)c1ccc(NC(=O)COc2cc3oc(=O)c(CC(C)O)c(C)c3cc2Cl)cc1 (stereo not drawn)
52	2%	-5%	-5%	CCCC(=O)c1ccc(O)cc1O
56	u	9%	i	Cc1ccc(C(=O)Nc2cccc(C(F)(F)F)c2)cc1NC(=O)c1nccn1C
48	3%	-14%	3%	COc1ccc(CCNc2ccc(C(CC(N)=O)NC(=O)c3ccccc3)cc2[N+](=O)[O-])cc1 (stereo not drawn)
47	u	0%	i	NS(=O)(=O)c1ccc(NC(=O)COC(=O)c2cn(-c3ccccc3)nc2-c2ccccc2)cc1
46	8%	6%	u	c1ccc(CN2OCC3Cn4c(nc5ccccc54)C32)cc1 (stereo not drawn)

# Carrying on:
no.	KDM4E inh	Tau fibril ThT	RECQ1 helicase	Molecule
61	4%	3%	i	C/C=C/C(=O)N1CC2(CC(c3cccc(NC(=O)/C(C)=C/C)c3)=NO2)C[C@H]1C(N)=O (stereo partly drawn)
62	11%	3%	i	CC1(c2nnc(-c3ccccc3)o2)CC(c2ccc(F)cc2)=NO1 (stereo not drawn)
63	-5%	-7%	i	Cc1ccsc1/C=N/NC(=O)Cc1ccc(Cl)cc1
64	3%	u	i	CC[C@@H]1CC=C[C@H]2[C@H]1C(=O)N(Cc1ccccc1)[C@H]2c1ccc(OC)c(Cl)c1
65	-7%	1%	i	COc1cc(O)c(C(CCN2CCCC(C)C2)c2cc(OC)c(OC)c(OC)c2)c(OC)c1 (stereo not drawn)
66	-7%	7%	i	CC(C)(C)N1OC2CC1c1nc3ccccc3n1C2 (stereo not drawn)
67	-1%	-10%	i	CC(C)(O)c1ccc2c(c1)CCC1C(C)(C(=O)O)CCCC21C (stereo not drawn)
68	u	2%	-5%	COCCNC(=S)N1CCN(C)CC1
69	-9%	-5%	-4%	COc1ccc(C(C(=O)NC(C)(C)C)N(C(=O)Cn2nnc3ccccc32)c2ccc(C(C)=O)cc2)cc1O (stereo not drawn)
70	9%	-4%	i	C[C@H](NC(=O)c1nc[nH]c1C(=O)N[C@@H](C)C(=O)OC(C)(C)C)C(=O)OC(C)(C)C
71	-1%	6%	17%	Cc1cc(C[n+]2ncsc2N)c2ncccc2c1
72	0%	5%	9%	NC1=NC[C@H](Cc2ccc(O)cc2)N1CC1CCCCC1
73	-8%	-12%	i	O=C(c1ccc2c(c1)OCO2)N1CCC2(CC1)Oc1ccc(F)cc1C(=O)C21CC(c2cccnc2)=NO1 (stereo not drawn)
74	u	-1%	i	O=C1C2C(c3cccc(/C=C/c4ccccc4)c3)CC=CC2C(c2ccc3ccccc3c2)N1Cc1ccccc1 (stereo not drawn)
75	-5%	u	17%	COc1ccc(NC(=S)N/N=C/c2ccc(F)c(F)c2)cc1

# Values by screen from the list:
# Tau fibril ThT for entries 69–74 → -5%, -4%, 6%, 5%, -12%, -1%
# KDM4E inh for entries 69–74 → -9%, 9%, -1%, 0%, -8%, u
# RECQ1 helicase for entries 69–74 → -4%, i, 17%, 9%, i, i

# These rows are one share of the data; count on the stated rates, not on these rows.
